Source: PubChem BioAssay
Pf apPOL block: Pf-apPOL DNA polymerase inhibition; Recombinant Pf-apPOL, molecular beacon fluorescence, 1.5 h; inhibition, % at 10 µM; actives 0.25% (n = 210,000)
mHTT CaM bind: mHTT-calmodulin interaction abrogation; AlphaScreen His-mHTT/GST-CaM binding, luminescence; inhibition, % at 15 µM; actives 3.6% (n = 190,000); AID 1671202;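 note: 0% = both proteins with DMSO and 100% = one protein alone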
* hit, by the source's call; . = no result given; & = joins results of further samples. Cut-off read from the data, not from the text of the source: active = inhibition above about 50%; inactive = the rest.

SMILES	Pf apPOL block	mHTT CaM bind
CC(=O)N1N=C(c2ccc(Br)cc2)CC1c1ccc(N(C)C)cc1 (stereo not drawn)	-9.9	74.0*
CCOc1ccccc1CNC(=O)C1CCCN(C(=O)c2cc(C)cc(C)c2)C1 (stereo not drawn)	1.5	1.7
Cc1nc2nc(SCC(=O)NCc3cccs3)nn2c(C)c1Cc1ccccc1	-0.1	12.0
CN1C(=O)CC(C(=O)O)SC1=Nc1ccc(Br)cc1 (stereo not drawn)	7.9	2.0
O=C1COc2ccccc2C(=O)N1	-7.8&-3.4	-7.0
CCCCOc1ccc(C(=O)NCCNc2cc(-n3ccnc3C)ncn2)cc1	-17.0	-1.6
O=C1C(c2ccc(F)cc2)N(C2CCCC2)C(=O)CN1C1CCCC1 (stereo not drawn)	-7.6	39.0
CCCC(=O)Nc1c(-c2cccc(F)c2)nc2cc(C)ccn12	-0.5	11.3
COc1ccc(CCN2C(=O)c3ccc(Oc4ccc([N+](=O)[O-])cc4)cc3C2=O)cc1OC	-7.9	-4.0
COc1ccccc1CNC(=O)CN1CCC2(CC1)N=C(c1ccc(Cl)cc1)C(=O)N2	-2.4	5.9
CCn1ccc(C(=O)N2CCC(Nc3ncnc4c3CCC4)CC2)n1	3.2	4.8
Cc1ccc(-c2ccc(/C=C(\C#N)C(=O)Nc3ccccc3C(=O)O)o2)c([N+](=O)[O-])c1	1.7	20.0
COc1ccc(Cl)cc1N(CC(=O)NCC1CCCO1)S(=O)(=O)c1ccccc1 (stereo not drawn)	-9.9	5.9
Clc1cccc(N2CCN(CN3CCN(c4cccc(Cl)c4)CC3)CC2)c1	-3.0&1.9	.
O=C(CC1=NC(c2ccccc2O)ON1)N1CCCC1 (stereo not drawn)	-2.2	.

Retrieved by structure from the entries so far (3):
SMILES	Pf apPOL block	mHTT CaM bind
O=C(CC1=NC(c2ccccc2O)ON1)N1CCCC1 (stereo not drawn)	-2.2	.
CCOc1ccccc1CNC(=O)C1CCCN(C(=O)c2cc(C)cc(C)c2)C1 (stereo not drawn)	1.5	1.7
CCCC(=O)Nc1c(-c2cccc(F)c2)nc2cc(C)ccn12	-0.5	11.3

(continued)
SMILES	Pf apPOL block	mHTT CaM bind
CCCc1ccc(OCC(=O)c2ccc(O)c(C)c2O)cc1	0.4	80.4*
COc1cc(C)c(NC(=O)Cc2ccc(F)cc2)cc1C(C)C	-11.6	-4.0
Cc1cccc(NS(=O)(=O)c2cc3c(s2)CCN(C(=O)C2CC2)C3)c1	-0.4	8.0
O=S1(=O)c2ccc(N3CCN(Cc4ccccc4F)CC3)cc2Oc2ccccc2CN1Cc1cn(Cc2ccc(C(F)(F)F)cc2)nn1	-2.6	-8.2
CC1(C)CC(=O)C2=C(C1)OC(N)=C(C#N)C2c1cccnc1 (stereo not drawn)	-6.1	-4.7
COc1ccccc1N1CCN(Cc2ccc(-c3ccccc3[N+](=O)[O-])o2)CC1	-4.8	38.3
COc1cc(N=c2oc3c(C)ncc(CO)c3cc2C(N)=O)cc(OC)c1OC	-2.8	25.0
Cn1c(=O)c2c(ncn2CC#N)n(C)c1=O	.	-4.8
Cc1ccccc1-c1onc(C)c1C(=O)NCCc1ccc(F)cc1	-1.5	-12.3
O=C(Cn1cncn1)c1ccc(F)c(F)c1	-8.5	-0.6
O=C(NC1CCCC1)C1CCN(Cc2ccc(Cl)cc2)CC1	9.5	1.6
Cc1ccc(C)c(N2CCN(Cc3ccc(-c4ccccc4[N+](=O)[O-])o3)CC2)c1	2.2	69.5*
CCC1CCC(N2CCN(c3ccc([N+](=O)[O-])cc3)CC2)CC1 (stereo not drawn)	-2.9	20.4
CC(C)CC(=O)N1CCN(Cc2ccc([N+](=O)[O-])cc2)CC1	-2.8	2.3
O=c1cccnn1CCNS(=O)(=O)c1ccc(OC(F)(F)F)cc1	-6.5	-8.8
CC1CN(C(=O)Nc2ccc(Cl)cc2)c2ccccc2O1 (stereo not drawn)	-4.2	-8.1
CC(C)CN1CCN(C(=O)C2CCCN(c3cnn(C)c(=O)c3)C2)CC1 (stereo not drawn)	-3.4	1.0
OC1CCCN(Cc2ccc(Cl)cc2Cl)C1 (stereo not drawn)	-7.1	-2.9
COC(=O)Cc1nc(NC(=O)c2cc(C)oc2C(F)(F)F)sc1C	-2.9	.
COc1ccccc1OCC(=O)NCC(=O)N1CCOC(c2ccccc2)C1 (stereo not drawn)	-4.7	-1.2
CC1CCC2(CC1)CC[C@@H]2NCc1cccc(C(F)(F)F)c1 (stereo partly drawn)	-6.9	-16.6
Cc1oc(C2CCN(C(=O)C3CCCCC3)CC2)nc1C(=O)N1CCOCC1	-2.4	12.6
COc1ccc(NC(=O)C2CC(=O)N(CCc3c[nH]c4ccc(OC)cc34)C2)cc1 (stereo not drawn)	9.8	35.6
Cc1ccc(F)cc1S(=O)(=O)N1CCN(C)C(c2ccc(F)cc2)C1 (stereo not drawn)	0.9	-12.5
CN(C)C(=O)NC(Nc1cccc(Cl)c1)C(Cl)(Cl)Cl (stereo not drawn)	-4.9	1.0
N#Cc1ccc(N2CCN(C(=O)c3cccs3)CC2)cc1	-42.3	.
COCCNC(=O)CC1CCN(C(=O)c2ccccc2)CC1	-3.5	-8.5
CCOc1cc(C=C2SC(=S)N(C(C)C(=O)O)C2=O)ccc1O (stereo not drawn)	-8.7	20.0
COc1cccc(OCCSc2nc3ncnc(N)c3[nH]2)c1	-7.3	-2.3
Cc1cc2c(N3CCCC(C(=O)NCCCN4CCCC4)C3)nccc2s1 (stereo not drawn)	-5.8	49.4
COc1ccc(CNC(=O)C2CCCN(C(=O)c3ccccc3Cl)C2)cc1 (stereo not drawn)	-2.6	25.4
Cc1ccc(S(=O)(=O)N2CCC(CN3CCCCCC3)CC2)c(C)c1	3.3	-1.4
O=C(Oc1cc(Cl)cc(Cl)c1)c1ccc(-c2ccccn2)s1	-7.7	.
O=C(Nc1cccc(NC(=O)c2cccc(F)c2)c1)c1cccc(F)c1	-3.3	-12.2
COc1ccc2[nH]c(C(=O)N3CCN(C(=O)c4ccc(F)cc4)CC3)cc2c1	-0.8	-0.3
COc1cncc(C(=O)Nc2cc(OC)ccc2OC)c1	-2.6	5.1
CCOc1ccc(N2C(=O)NC(=O)/C(=C\c3cc(Cl)c(OCC(=O)O)c(Cl)c3)C2=O)cc1	-4.6	2.0
Cc1ccccc1NC(=O)c1csc(-c2ccc(C)n2C)n1	-5.4	-5.9
O=C(Nc1cccc(F)c1)N1CCC(N2CCN(Cc3ccccc3)C2=O)CC1	-2.4	4.5
N=c1oc2ccc(Br)cc2cc1-c1nc2ccccc2c(=O)[nH]1	-2.7	31.0
CCCN(C)C(=O)c1cn2ccnc(-c3ccc(F)cc3)c2n1	-0.1	6.8
O=C(O)CN(C1CCCCC1)S(=O)(=O)c1ccc(Br)cc1	68.4*	-2.0
NS(=O)(=O)c1cccc(NC(=O)c2cc(I)ccc2Cl)c1	-0.7	-2.1
O=C(c1ccsc1)N1CCCN(c2cc(-c3ccc4c(c3)OCO4)[nH]n2)CC1	3.8	6.9
CCOc1ccc(C2C(C(=O)Nc3ccc(Cl)cc3)=C(C)Nc3ncnn32)cc1OC (stereo not drawn)	-7.0	16.0
Cc1cc(Br)ccc1NC(=O)C1c2ccccc2C(=O)N(C)C1c1cccs1 (stereo not drawn)	12.2	1.0
O=C(C(c1ccccc1)c1ccccc1)N1CCN(CC(O)COc2cccc3ncccc23)CC1 (stereo not drawn)	12.9	.
Cc1ccc2c(=O)c(C(=O)c3ccco3)coc2c1	-7.0	27.3
O=C(Nc1nc(-c2ccccc2)cs1)c1cc2cc(Br)ccc2oc1=O	-2.3	17.0
COc1ccc(C(=O)Nc2ccc(S(=O)(=O)NC(C)=O)cc2)cc1[N+](=O)[O-]	-2.5	18.8
O=C(Nc1ccc(F)cc1)C1CCCN(c2cnc3nccnc3c2)C1 (stereo not drawn)	-5.4	-6.8
CN(C)C(=O)c1cc2c(s1)CCC(C(=O)Nc1ccccc1F)C2 (stereo not drawn)	4.4	3.6
O=S(=O)(c1cccc(S(=O)(=O)N2CCOCC2)c1)c1ccc(Cl)c(Cl)c1	5.0	-6.8
CCOc1ccc(N=Cc2cc(Br)cc(I)c2O)cc1	-5.4	2.0
Cc1ccc(C(=O)NC(NCc2ccco2)C(Cl)(Cl)Cl)cc1 (stereo not drawn)	0.1	-1.0
Cc1cc2[nH]c(C(=O)Nc3cccc(F)c3)c(CN3CCOCC3)c2s1	17.4	8.1
N#Cc1cccc(C(=O)N2CCC3(CC2)NC(=O)N(Cc2ccc(Cl)cc2)C3=O)c1	-4.9	5.5
O=C1C2C3C=CC(C3)C2C(=O)N1Cc1ccco1 (stereo not drawn)	-2.2	6.7
COc1ccc(NC(=O)N2CCC(CCOc3ccncc3)CC2)cc1	-3.7	-3.2
CCOC(=O)C1CCc2sc(NC(=O)Cn3ccc4ccccc43)nc21 (stereo not drawn)	5.7	10.6

(listing goes on)
SMILES	Pf apPOL block	mHTT CaM bind
O=S1(=O)CCC(N=Cc2cn(-c3ccccc3)nc2-c2ccc(Br)cc2)C1 (stereo not drawn)	-4.4	13.0
CCCN=C(NS(=O)(=O)c1ccc(C)cc1)c1ccc(F)cc1	-5.7	-1.0
Cc1cc(C(=O)N(C)c2ccc(-c3onc4c3CCC4)cc2)c(C)o1	0.0	17.8
CC(C)(C)n1nc2c(c1NC(=O)c1c(F)cccc1Cl)CSC2	0.1	26.0
NC(=O)CSC1=Nc2ccccc2C2=NC(CC(=O)NC3CCCCC3)C(=O)N12 (stereo not drawn)	-5.6	-2.0
Cc1cccc2nnc(N3CCC(NC(=O)c4cccs4)CC3)n12	2.3	2.2
COc1cccc(/C=C2\CCCC3=C2Nc2ncnn2C3c2cccc(OC)c2OC)c1OC (stereo not drawn)	7.1	50.0
NNC(=O)CN1C(=O)CSc2ccc(C(F)(F)F)cc21	-7.3	.
O=C(O)CCN1C(=O)C(=O)C(=C(O)c2ccccc2)C1c1ccc(F)cc1 (stereo not drawn)	-0.5	-8.5
C[C@H](c1ccccc1)N1C[C@H](COCc2ccccc2)Oc2cc(N3CC[C@H](O)C3)ccc2S1(=O)=O	-4.2	72.0*
COc1ccc(C2Oc3ccccc3C3CC(c4cccs4)=NN32)cc1O (stereo not drawn)	9.6	52.0*
CS(=O)(=O)N1CCC(CNC(=O)NC(c2ccccc2)c2ccccc2)CC1	0.0	7.8
CCc1nnc(SCC(=O)Nc2ccc(Br)cc2)nc1CC	0.6	6.0
O=C(NCc1ccc(F)cc1)N1CCC(N2CCN(Cc3ccccc3)C2=O)CC1	-4.8	9.3
Cc1cccn2c(=O)c3cc(C(=O)Nc4ccc(C#N)cc4)sc3nc12	-7.7	-6.0

A section of the results above, for reference:
SMILES	Pf apPOL block	mHTT CaM bind
Cc1ccc(C(=O)NC(NCc2ccco2)C(Cl)(Cl)Cl)cc1 (stereo not drawn)	0.1	-1.0
Cc1cc2[nH]c(C(=O)Nc3cccc(F)c3)c(CN3CCOCC3)c2s1	17.4	8.1
N#Cc1cccc(C(=O)N2CCC3(CC2)NC(=O)N(Cc2ccc(Cl)cc2)C3=O)c1	-4.9	5.5
O=C1C2C3C=CC(C3)C2C(=O)N1Cc1ccco1 (stereo not drawn)	-2.2	6.7
COc1ccc(NC(=O)N2CCC(CCOc3ccncc3)CC2)cc1	-3.7	-3.2
CCOC(=O)C1CCc2sc(NC(=O)Cn3ccc4ccccc43)nc21 (stereo not drawn)	5.7	10.6
O=S1(=O)CCC(N=Cc2cn(-c3ccccc3)nc2-c2ccc(Br)cc2)C1 (stereo not drawn)	-4.4	13.0
CCCN=C(NS(=O)(=O)c1ccc(C)cc1)c1ccc(F)cc1	-5.7	-1.0
Cc1cc(C(=O)N(C)c2ccc(-c3onc4c3CCC4)cc2)c(C)o1	0.0	17.8
CC(C)(C)n1nc2c(c1NC(=O)c1c(F)cccc1Cl)CSC2	0.1	26.0
NC(=O)CSC1=Nc2ccccc2C2=NC(CC(=O)NC3CCCCC3)C(=O)N12 (stereo not drawn)	-5.6	-2.0
Cc1cccc2nnc(N3CCC(NC(=O)c4cccs4)CC3)n12	2.3	2.2
COc1cccc(/C=C2\CCCC3=C2Nc2ncnn2C3c2cccc(OC)c2OC)c1OC (stereo not drawn)	7.1	50.0
NNC(=O)CN1C(=O)CSc2ccc(C(F)(F)F)cc21	-7.3	.
O=C(O)CCN1C(=O)C(=O)C(=C(O)c2ccccc2)C1c1ccc(F)cc1 (stereo not drawn)	-0.5	-8.5
C[C@H](c1ccccc1)N1C[C@H](COCc2ccccc2)Oc2cc(N3CC[C@H](O)C3)ccc2S1(=O)=O	-4.2	72.0*
COc1ccc(C2Oc3ccccc3C3CC(c4cccs4)=NN32)cc1O (stereo not drawn)	9.6	52.0*
CS(=O)(=O)N1CCC(CNC(=O)NC(c2ccccc2)c2ccccc2)CC1	0.0	7.8

The list goes on:
SMILES	Pf apPOL block	mHTT CaM bind
COc1cc(SC)ccc1C(=O)Nc1cccc(C2OCCCO2)c1	-7.2	-7.0
CCOc1ccccc1C=C1Oc2c(ccc(O)c2CN2CCCC2)C1=O	-9.9	6.1
O=[N+]([O-])c1cc(C(F)(F)F)cc(Cl)c1F	.	-5.8
NNC(=O)CS(=O)(=O)CS(=O)(=O)CC(=O)NN	-4.1	.
COc1ccc(Cc2nnc(C3CCN(C(=O)C4CC4)CC3)s2)cc1	-2.8	-6.1
COc1ccccc1/C=C/C=C1N=C(/C=C/c2ccccc2OC)OC\1=O	-3.0	41.0

Given as labelled records: 2 of the compounds above
SMILES: COc1ccc(CCN2C(=O)c3ccc(Oc4ccc([N+](=O)[O-])cc4)cc3C2=O)cc1OC
  Pf apPOL block: -7.9
  mHTT CaM bind: -4.0
SMILES: O=C(Nc1nc(-c2ccccc2)cs1)c1cc2cc(Br)ccc2oc1=O
  Pf apPOL block: -2.3
  mHTT CaM bind: 17.0

Outcome played no part in choosing rows. About 3.7% of those tested had a hit in this group.
